KLK7 zymogen act: activates the human kallikrein-7 zymogen; P49862; purified proKLK7, EDANS-DABCYL substrate fluorescence; 100% is mature enzyme control, 0% vehicle; activation, % at 7 µM; 0.9% of 370,000 active; AID 652039;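 active = activation above the mean of all tested compounds plus 3 SD, computed per campaign excluding outliers beyond control limits, cut at about 13% in these data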
SIAE primary: blocks human sialic acid acetylesterase; inhibition, % at 9.66 µM; Q9HAT2; AID 1053197; SIAE FP-Rh probe binding, fluorescence polarization; 0.69% of 370,000 active;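 active = inhibition above a cutoff: mean of compounds within the control limits plus 3 SD of those, cut at about 17% in these data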;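 note: 0% = plate median of compound wells and 100% = probe without SIAE protein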
Target sequence (Q9HAT2 whole entry, looked up): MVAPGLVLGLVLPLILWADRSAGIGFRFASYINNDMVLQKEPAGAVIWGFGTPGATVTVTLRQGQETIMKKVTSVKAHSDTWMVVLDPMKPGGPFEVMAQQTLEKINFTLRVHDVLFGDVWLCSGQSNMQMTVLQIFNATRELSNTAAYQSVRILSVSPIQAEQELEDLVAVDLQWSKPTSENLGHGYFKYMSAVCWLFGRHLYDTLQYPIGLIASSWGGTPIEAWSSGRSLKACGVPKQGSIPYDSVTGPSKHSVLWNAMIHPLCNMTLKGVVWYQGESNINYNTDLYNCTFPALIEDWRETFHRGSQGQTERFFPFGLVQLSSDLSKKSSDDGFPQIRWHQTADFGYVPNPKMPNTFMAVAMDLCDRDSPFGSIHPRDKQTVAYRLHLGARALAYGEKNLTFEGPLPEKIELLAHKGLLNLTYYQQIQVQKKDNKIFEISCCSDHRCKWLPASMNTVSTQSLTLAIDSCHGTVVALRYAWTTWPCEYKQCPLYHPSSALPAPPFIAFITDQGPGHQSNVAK
LEDGF integ inh: blocks HIV-1 LEDGF/p75-dependent DNA integration; AID 743269; 0.64% of 370,000 active; TR-FRET IN-LEDGF/p75 DNA integration, Eu/Cy5; inhibition, % at 3.7 µM;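 active = inhibition above the screen-wide mean plus 3 SD, cut at about 13% in these data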;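 note: signal is the Cy5 over europium emission ratio at 671 and 618 nm; 0% = plate median of compound wells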
Tn7 DDE FP: DD(E)-Tn7 binding inhibition, primary FP screen | P02675 | FP displacement of FITC-Tn7 peptide from fibrin DD(E); 0% = median of compound wells per plate | inhibition, % at 8.3 µM | 0.13% of 370,000 active | AID 720508;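 active = inhibition above the mean of compounds falling within the control limits plus 3 SD of them, cut at about 14% in these data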;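 note: 0% = plate median of compound wells and 100% = 10 µM Aha-Tn7 peptide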
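Assay system: human fibrin DD(E) protein / Input: 2 µM fibrin DD(E) / Benchmarks: high control of 10 µM Aha-Tn7 peptide / Measured by: fluorescence polarization of the labelled Tn7 tracer / Medium: Tris buffer with calcium and detergent, pH 7.8 / Timing: 10 min compound pre-incubation, 3 h probe incubation at room temperature / Repeats: one replicate per compound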
Tn6 DDE FP: disrupts Tn6 cyclic peptide binding to fibrin D-Dimer-E complex; P02675; Fibrin DD(E) TRITC-Tn6 fluorescence polarization displacement; inhibition, % at 8.3 µM; 0.21% of 370,000 active; AID 720509;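 active = inhibition above a per-campaign cutoff: mean of compounds within control limits plus 3 SD, cut at about 15% in these data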;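 note: 0% = median of all compound wells on the plate and 100% = blocking peptide control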
MBD2 DNA inh: blocks human MBD2 binding to methylated DNA. inhibition, % at 4.4 µM. AID 686964. TR-FRET, MBD2 binding to methylated oligonucleotide. Q9UBB5. 0.31% of 370,000 active; in the data active = inhibition above about 13%
UHRF1 MBD2 ctr: UHRF1 methyl-DNA binding inhibition | Q96T88 | UHRF1 binding to methylated oligo, TR-FRET | inhibition, % at 4.4 µM | 0.75% of 370,000 active | AID 687016; in the data active = inhibition above about 21%;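 note: UHRF1 SRA domain binding a hemimethylated CpG hairpin DNA probe; 0% = median of test compound wells and 100% = reference inhibitor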
TCR CD3 inh: inhibitors of human TCR-CD3 interaction; TAMRA-labeled TCR probe fluorescence, biochemical; inhibition, % at 9.4 µM; 0.37% of 360,000 active; AID 651800; in the data active = inhibition above about 19%;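 note: recombinant mutant TCR 2C K166C tagged with TAMRA read by polarization; 0% = receptor in buffer alone and 100% = receptor with positive control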
TDP2 inh: blocks human TDP2 phosphodiesterase activity. recombinant TDP2, T5PNP hydrolysis, p-nitrophenol absorbance 415 nm. inhibition, % at 12.8 µM. 0.34% of 370,000 active. AID 720702;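 active = inhibition above the mean of all tested compounds plus 3 SD, set per campaign, cut at about 25% in these data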;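 note: 0% = DMSO with enzyme and 100% = buffer with substrate but no TDP2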
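Incubation: 2 h at 37 °C; Test system: recombinant human TDP2; Quantity: enzyme 120 nM; Read-out basis: percent inhibition; Medium: 50 mM Tris-HCl pH 7.5 with Mg2+, KCl, DTT, BSA; Repeats: single replicate; Compound: 12.8 µM single point, 1% DMSO; Signal: epi absorbance; Reagent: 5 mM T5PNP chromogenic substrate; Benchmarks: no-enzyme high, DMSO-plus-enzyme low.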
PRMT1 FP inh: inhibitors of human PRMT1; Q99873; recombinant PRMT1, activity-based probe fluorescence polarization; inhibition, % at 2.79 µM; 1.3% of 370,000 active;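 active = inhibition above about 21% made by adding two undisclosed values, limit read from the data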
Target sequence (Q99873 whole entry, looked up): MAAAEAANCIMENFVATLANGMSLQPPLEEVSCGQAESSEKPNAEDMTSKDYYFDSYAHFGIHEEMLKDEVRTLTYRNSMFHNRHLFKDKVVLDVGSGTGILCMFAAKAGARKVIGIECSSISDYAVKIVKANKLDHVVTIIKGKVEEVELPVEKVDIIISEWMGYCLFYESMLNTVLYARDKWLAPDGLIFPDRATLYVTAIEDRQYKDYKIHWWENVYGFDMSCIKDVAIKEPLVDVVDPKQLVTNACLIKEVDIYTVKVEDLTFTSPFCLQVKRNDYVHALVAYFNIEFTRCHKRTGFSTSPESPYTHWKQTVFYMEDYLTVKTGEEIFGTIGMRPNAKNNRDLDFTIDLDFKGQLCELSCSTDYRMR
* hit, by the source's call; nt = not tested or not shown. This is a random part of the collection; any-hit rate near 4.6%.

SMILES	KLK7 zymogen act	SIAE primary	LEDGF integ inh	Tn7 DDE FP	Tn6 DDE FP	MBD2 DNA inh	UHRF1 MBD2 ctr	TCR CD3 inh	TDP2 inh	PRMT1 FP inh
CCOC(=O)c1ccc(NC(=O)c2ccc3c(c2)OCO3)cc1	0.7	-5	1	9	1	1	0	0	9	1
O=C(CCl)c1ccc2[nH]c(=O)oc2c1	-0.1	-2	-1	0	4	-3	0	4	10	0
CCc1cccc2c(C(=O)COC(=O)c3nccnc3N)c[nH]c12	7.6	1	-5	2	-6	3	1	-7	-2	4
COc1ccc(S(=O)(=O)N2CCC(N3CCN(Cc4ccccc4)CC3)CC2)cc1	0.0	-3	2	-1	-2	-1	4	-3	7	3
CN(C)c1ccc(-c2csc(C(C)(O)c3ccc(F)c(F)c3)n2)cc1 (stereo not drawn)	0.2	10	-2	-7	-7	-2	5	-11	-6	6
O=[N+]([O-])c1c(NCCCO)cc(N2CCN(Cc3ccc4c(c3)OCO4)CC2)c2nonc12	0.1	3	1	-5	-10	-8	-6	1	-6	-1
COc1ccc(NC(=O)CSc2nc3c(c(=O)n2-c2ccccc2)SCC3)c(OC)c1	0.6	3	5	-10	0	-6	-1	8	5	-5
O=C(COc1cccc(Cl)c1)NCC(c1cccs1)N1CCOCC1 (stereo not drawn)	0.2	0	3	-5	-6	0	0	2	-3	2
CCC(C)C(=O)Nc1nnc(SCC(=O)NC2CCCC2)s1 (stereo not drawn)	-0.4	-8	3	-3	-5	2	5	-6	4	-3
CCc1nc2nc(C)c(NS(=O)(=O)c3ccc(CC(C)C)cc3)c(=O)n2[nH]1	-0.1	-4	3	-3	1	2	0	1	4	-1

Some of these compounds in order of their number in TDP2 inh, ascending.
SMILES	KLK7 zymogen act	SIAE primary	LEDGF integ inh	Tn7 DDE FP	Tn6 DDE FP	MBD2 DNA inh	UHRF1 MBD2 ctr	TCR CD3 inh	TDP2 inh	PRMT1 FP inh
O=[N+]([O-])c1c(NCCCO)cc(N2CCN(Cc3ccc4c(c3)OCO4)CC2)c2nonc12	0.1	3	1	-5	-10	-8	-6	1	-6	-1
O=C(COc1cccc(Cl)c1)NCC(c1cccs1)N1CCOCC1 (stereo not drawn)	0.2	0	3	-5	-6	0	0	2	-3	2
CCc1cccc2c(C(=O)COC(=O)c3nccnc3N)c[nH]c12	7.6	1	-5	2	-6	3	1	-7	-2	4

Remaining list, next part.
SMILES	KLK7 zymogen act	SIAE primary	LEDGF integ inh	Tn7 DDE FP	Tn6 DDE FP	MBD2 DNA inh	UHRF1 MBD2 ctr	TCR CD3 inh	TDP2 inh	PRMT1 FP inh
CC(C)NC(=S)N/N=C1\CCCc2ccccc21	-0.3	3	3	3	1	-2	-2	3	-2	-6
C#CCN(C(=O)c1cc(COc2cccc(C(F)(F)F)c2)on1)C1CCCCC1	-0.3	-9	3	0	-4	2	-1	9	1	-2
CC(C)C[C@H]1CNC(=S)N1C[C@H]1CCCN1C[C@H](Cc1ccc(O)cc1)N1C[C@H](Cc2ccc(O)cc2)N(CCc2ccccc2)C1=S	-0.6	-3	0	3	6	-2	-3	3	-1	-1
Cc1ccc(-c2nc3ccc(C)cn3c2CC2CCCCC2)cc1	-1.6	-2	2	0	-6	13*	22*	-1	-12	10
COc1ccc(C(=O)CN2C(=O)c3ccccc3C2=O)cc1	-0.1	-3	-3	6	-4	3	0	0	4	0
CN(CC(=O)Nc1ccc(F)cc1)C(=O)C1Cc2ccccc2CN1S(C)(=O)=O (stereo not drawn)	-0.5	-3	5	2	-12	-1	-1	3	0	-2
N#C/C(C(=O)N1CCOCC1)=C1/SC(Cc2ccc(F)cc2)C(=O)N1c1ccccc1 (stereo not drawn)	-0.5	5	-3	0	5	0	6	3	2	0
Cn1nc(C(=O)OCC(=O)N(Cc2ccccc2)C(C)(C)C)c2ccccc2c1=O	0.2	2	0	-7	5	-1	-1	-3	6	0
COc1ccc2[nH]c3c(c2c1)CCN1C(=O)C(CC(=O)NCc2ccc(OC)c(OC)c2)C[C@H](C(=O)N2CCOCC2)[C@@]31CCC1CCCC1 (stereo partly drawn)	-0.3	-1	0	-5	-3	-6	-1	-2	-1	4
O=S(=O)(Nc1ccc2ccccc2n1)c1ccccc1	1.6	4	3	1	-1	-4	-5	4	1	-6
COc1cccc(N(C(=O)c2ccco2)C(C(=O)NC2CCCC2)c2ccc(N(C)C)cc2)c1 (stereo not drawn)	0.1	3	2	-6	-4	0	0	5	-4	1
O=C(O)c1cc(O)ccc1N=Nc1ccccc1	-0.6	8	-2	-5	-5	-5	4	-11	-13	3
CCc1cccc(C)c1NC(=O)CN1C(=O)NC(C)(CCC(C)C)C1=O (stereo not drawn)	-0.1	1	-2	-3	4	1	0	-3	3	0
Cn1c(=O)c2[nH]c(C3CC=CCC3)nc2n(C)c1=O (stereo not drawn)	-0.1	4	-1	-3	4	3	1	3	0	-2
Cn1c(=O)[nH]c(=O)c2c1nc(SCc1ccccc1Cl)n2CC(N)=O	-0.2	4	-4	1	-2	5	0	-6	16	3
CCN1C(=O)c2ccc(C(=O)Nc3ccc(O)cc3C)cc2C1=O	0.2	-12	1	6	-8	9	1	-7	-7	-1
Cc1cc(NC(=O)CSc2nnc(C3CC3)n2C)no1	-0.5	-5	1	2	-2	4	0	0	17	2
CCN(C(=O)COC(=O)CNC(=O)c1ccc(C)c(C)c1)C1CCS(=O)(=O)C1 (stereo not drawn)	-0.4	2	0	6	3	-4	0	4	2	-4
Nc1nnc(Cc2ccc(F)cc2)s1	0.2	-4	-2	-11	-6	-2	-1	-11	12	1
C#CCOCCOCCOCCNc1nc(N2CCN(C(=O)[C@H](C)n3cc(CCC(=O)O)nn3)CC2)nc(N2CCN(C(=O)[C@H](CCCCN)n3cc(CCCC)nn3)CC2)n1	0.1	1	4	0	-11	6	15	-5	3	1

The final 2 records of the section before come first, to join the parts:
SMILES	KLK7 zymogen act	SIAE primary	LEDGF integ inh	Tn7 DDE FP	Tn6 DDE FP	MBD2 DNA inh	UHRF1 MBD2 ctr	TCR CD3 inh	TDP2 inh	PRMT1 FP inh
Nc1nnc(Cc2ccc(F)cc2)s1	0.2	-4	-2	-11	-6	-2	-1	-11	12	1
C#CCOCCOCCOCCNc1nc(N2CCN(C(=O)[C@H](C)n3cc(CCC(=O)O)nn3)CC2)nc(N2CCN(C(=O)[C@H](CCCCN)n3cc(CCCC)nn3)CC2)n1	0.1	1	4	0	-11	6	15	-5	3	1
CCOc1cc(-c2nnc(NC(=O)c3ccco3)o2)cc(OCC)c1OCC	0.2	-9	0	0	5	-3	-2	-1	3	3
COc1ccc([C@@H]2C[C@@H](c3ccccc3)Oc3cc(OC)c(OC)c(OC)c32)cc1	-0.5	1	3	4	1	4	0	1	-2	2
CN(C)CCNC(=O)Nc1ccc(Cl)c(Cl)c1	-0.1	-8	-2	4	-5	8	18	-1	-9	-3
CC(C)(C)OC(=O)N[C@@H](C(=O)OC(C)(C)C)c1ccccc1	-0.1	0	-1	-3	5	1	0	-6	-3	0
COc1cccc(NC(=O)Cn2c(CCC(=O)O)ccc2-c2ccccc2)c1	1.4	4	-2	-16	3	-4	4	0	0	-1
Cc1nc(-c2ccc(Cl)cc2)sc1C1(C)CC(c2cccc(F)c2)=NO1 (stereo not drawn)	0.5	-2	1	2	-4	6	0	-1	-1	-1
O=C(CC1C(=O)NCCN1C(=O)Nc1ccc(C(F)(F)F)cc1)Nc1ccc(F)cc1 (stereo not drawn)	0.1	-2	0	-8	-3	-3	5	-8	-6	-3
COC(=O)c1ccc(C23CC4(C2)[C@H](CN(Cc2ccc(-c5ccccc5)cc2)[C@@H]4c2ccccc2)C3c2ccc(C(F)(F)F)cc2)cc1 (stereo partly drawn)	0.1	-5	0	-1	-4	3	1	-3	6	1
C(=C\c1ccccc1)/C=N/Nc1nc(N2CCCCC2)nc(N2CCCCC2)n1	-0.1	-1	-3	-1	-9	0	-1	-2	-1	-1
c1ccc(OCCN2C3=NCCN3c3ccccc32)cc1	-0.1	1	1	4	9	0	2	1	5	4
Cc1ccc(S(=O)(=O)CCC(=O)NC2CCCCC2)cc1	-0.5	10	-7	-1	8	1	0	-9	11	4
O=C(NC(=S)Nc1nc(-c2ccccc2)cs1)c1cncc(Br)c1	0.1	0	-1	1	2	-8	-2	-5	-6	-2
CCOc1ccccc1N(CC(=O)NC1CCCC1)S(=O)(=O)c1ccc(C)cc1	0.1	-3	3	-6	2	-1	1	-2	-13	-3
Cc1ccc(/C=C/C(=O)NCc2ccncc2)cc1	-0.3	-2	2	8	13	0	-2	-4	-6	-1
CSc1ccccc1NC(=O)C1CCN(S(C)(=O)=O)CC1	0.6	-6	-4	6	0	3	1	-4	12	5
CC(C(=O)Nc1cc(C(F)(F)F)ccc1N1CCOCC1)N1C(=O)C2CCCCC2C1=O (stereo not drawn)	0.1	5	3	-3	-1	-1	1	1	0	0
O=C(NC1CCCCC1)c1ccccc1NC(=S)NC(=O)C1CC1	0.3	4	-1	-2	0	-2	1	-6	4	-4
CC(C)(C)NC(=O)CSc1nc2ccc(Nc3nc(N4CCOCC4)nc(N4CCOCC4)n3)cc2s1	-0.6	3	-2	4	-5	4	11	-5	2	1
CCC1(CC)CNC(=O)NC1	-0.2	3	1	-4	2	2	0	-3	2	-1
COc1ccc(CCn2c(C)cc(C(=O)CSc3nnnn3-c3ccccc3)c2C)cc1	0.3	6	-4	-3	-3	1	-1	2	11	-3
CC(=O)Oc1ccc(/C=N/NS(=O)(=O)c2ccc(C)cc2)c(OC(C)=O)c1	-3.4	6	1	-19	-11	1	-1	9	12	1
C[C@@H]1N[C@H]2N(C1=O)c1ccccc1[C@@]21C[C@@H]2C(=O)N[C@](C)(O1)c1nc3ccccc3c(=O)n12	-0.3	4	-2	6	-2	-5	-1	nt	5	5
